Bioassay records from PubChem BioAssay.
Mcl-1 Bim block – disrupts Bim peptide binding to human Mcl-1. hit rate 0.1% among 190,000. Q07820. Bead-based flow cytometry, Bim peptide-Mcl-1 binding. inhibition, % at 10 µM. AID 1009; in the data active = inhibition above about 40%;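 note: 0% = no compound tracer wells and 100% = peptide blocker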
Target sequence (Q07820 whole entry, looked up): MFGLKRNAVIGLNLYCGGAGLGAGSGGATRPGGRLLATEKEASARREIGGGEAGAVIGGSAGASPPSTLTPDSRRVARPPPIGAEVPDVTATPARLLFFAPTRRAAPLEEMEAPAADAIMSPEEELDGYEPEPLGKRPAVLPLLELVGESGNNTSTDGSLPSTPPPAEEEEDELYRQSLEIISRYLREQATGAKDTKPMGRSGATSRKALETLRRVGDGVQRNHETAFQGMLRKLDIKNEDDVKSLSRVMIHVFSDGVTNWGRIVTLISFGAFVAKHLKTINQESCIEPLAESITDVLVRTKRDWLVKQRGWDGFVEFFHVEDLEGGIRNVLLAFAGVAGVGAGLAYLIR
Avidin fluor – avidin bead compound fluorescence profile. Avidin beads, compound fluorescence 488/530 nm, flow cytometry; hits give high values. fluorescence (KMESF) at 10 µM. hit rate 0.38% among 220,000. AID 1775; in the data active = fluorescence above about 47; note: inactives centre near 10
Rab2A wt mod – changes GTP binding to wildtype dog Rab2A, up or down. GTP binding activity, % at 10 µM. hit rate 0.19% among 190,000. P61105. GST-Rab2 wt beads, Bodipy-GTP binding, flow cytometry;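 active = GTP binding activity at least 20 points away from 100%, either lowered or raised; inconclusive = signal likely due to the compound's own green fluorescence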;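 note: 0% = beads with excess unlabeled GTP and 100% = no-compound control corrected for plate trend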
Rab7 wt modul – alters GTP binding to wildtype dog Rab7. GTP binding activity (percent of control), % at 10 µM. hit rate 0.055% among 190,000. GST-Rab7 beads, fluorescent GTP binding, flow cytometry; actives lie on both sides; untreated = 100%, excess cold GTP = 0%;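 active = fluorescent GTP binding to Rab7 beads changed by at least 20 points from the 100% baseline, either direction, mostly lower; inconclusive = compound itself probably fluorescent, or too few beads counted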;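 note: median green fluorescence of bound Bodipy-FL-GTP per Rab7 bead population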
Rac1 act GTP bind – alters GTP binding to activated mutant human Rac1; AID 764; hit rate 0.11% among 190,000; P63000; GST-Rac1 activated beads, fluorescent GTP binding, flow cytometry; actives lie on both sides; 100% means binding = to untreated wells; percent activity (GTP binding), % at 10 µM;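 active = GTP binding at least 20 percentage points away from the 100% baseline, in either direction, so actives lie on both sides; inconclusive = Compound likely fluorescent itself, or too few beads counted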
Mcl1-Bid inh – Mcl-1/Bid interaction inhibition; Q07820; TR-FRET Mcl-1/Bid-Dy647 peptide binding, 1536-well; inhibition, % at 21.7 µM; hit rate 0.97% among 220,000; AID 1021;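 active = compounds that cut the binding signal by more than half at the single screening dose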;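 note: His-tagged Mcl-1 with europium anti-His antibody binding Bid BH3 peptide; 0% = Mcl-1 plus peptide wells and 100% = peptide-only wells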
Mcl1 Noxa PPI – Mcl-1/Noxa interaction inhibition. Q07820. TR-FRET Mcl-1/Noxa peptide binding, 2 h. inhibition, % at 21.7 µM. hit rate 1.5% among 220,000. AID 1022;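 active = compounds that cut the protein-peptide binding signal by more than 50% relative to plate controls in a single-dose test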;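 note: His-tagged Mcl-1 with rhodamine Noxa BH3 peptide and terbium anti-His antibody; 0% = Mcl-1 plus Noxa peptide wells and 100% = peptide-only wells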
Rac1 wt GTP bind – alters GTP binding to wildtype human Rac1. GTP binding activity (% of control), % at 10 µM. P63000. GST-Rac1 beads, fluorescent GTP binding, flow cytometry; actives lie on both sides; 0 = cold GTP competed, 100 = untreated. hit rate 0.27% among 190,000;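 active = GTP binding activity at least 20 points away from the 100% control level, either lower or higher; inconclusive = compound flagged as likely green fluorescent, judged across all proteins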
Pf gamet viab – inhibitors of late stage P. falciparum gametocyte viability. AID 743093. P. falciparum stage V gametocytes, ATP luminescence, 24 h. inhibition, % at 10.9 µM. hit rate 0.065% among 150,000;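 active = inhibition above the mean plus 3 SD of compounds within the control limits, set per campaign, cut at about 38% in these data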;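 note: 0% = DMSO wells and 100% = medium only without gametocytes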
Cdc42 wt GTP – human Cdc42 wildtype GTP binding change, either direction. P60953. GST-Cdc42 beads, Bodipy-GTP binding, flow cytometry; actives lie on both sides. percent activity (GTP binding), % at 10 µM. hit rate 0.2% among 190,000;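 active = percent activity GTP binding at least 20 points away from the 100% baseline, either down as inhibitor or up as activator; inconclusive = compound flagged as likely green fluorescent from well-wide comparison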;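 note: median bead fluorescence of bound Bodipy-FL-GTP at 100 nM; 0% = excess unlabeled GTP control and 100% = no compound control; below 100% means less GTP binding so inhibitor and above means activator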
Target sequence (P60953 whole entry, looked up): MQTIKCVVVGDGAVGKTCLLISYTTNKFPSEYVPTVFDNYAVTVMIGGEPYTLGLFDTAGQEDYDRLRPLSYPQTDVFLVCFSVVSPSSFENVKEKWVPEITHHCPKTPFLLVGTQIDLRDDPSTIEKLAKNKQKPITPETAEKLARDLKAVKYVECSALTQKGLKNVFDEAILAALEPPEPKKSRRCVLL
HRas wt GTP bind – human HRas wildtype GTP binding, change in either direction; P01112; GST-Ras wt beads, Bodipy-FL-GTP binding, flow cytometry; actives lie on both sides; GTP binding activity, % at 10 µM; hit rate 0.14% among 190,000; AID 759;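 active = GTP binding activity at least 20% away from the 100% baseline, either lowered as inhibitor or raised as activator; inconclusive = flagged as likely green fluorescent, judged across all proteins in the well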;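 note: 0% = unlabeled GTP competition control and 100% = no-compound control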
Target sequence (P01112 whole entry, looked up): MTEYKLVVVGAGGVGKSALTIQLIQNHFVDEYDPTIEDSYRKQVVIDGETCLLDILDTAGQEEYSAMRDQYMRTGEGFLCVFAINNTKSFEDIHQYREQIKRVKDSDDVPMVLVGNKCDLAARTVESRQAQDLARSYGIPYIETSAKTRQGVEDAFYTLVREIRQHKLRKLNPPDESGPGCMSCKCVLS
An asterisk follows results filed as active; ? = inconclusive; . = no result given.

SMILES | Mcl-1 Bim block | Avidin fluor | Rab2A wt mod | Rab7 wt modul | Rac1 act GTP bind | Mcl1-Bid inh | Mcl1 Noxa PPI | Rac1 wt GTP bind | Pf gamet viab | Cdc42 wt GTP | HRas wt GTP bind
CC(C)N(CC(=O)Nc1ccc(Cl)cc1C(F)(F)F)C(=O)CCl | -2.0 | 12 | 95.0 | 97.0 | 95.0 | 5.1 | -17.4 | 98.0 | 27.4 | 98.0 | 94.0
CCc1nnc(NC(=O)c2c(O)c3c([nH]c2=O)CCCC3)s1 | -6.0 | 36 | 101.0 | 103.0 | 99.0 | 3.9 | 45.0 | 106.0 | 8.5 | 105.0 | 102.0
COc1ccc(/C=C2\CCCC3C2=NN(C(=O)c2scnc2C)C3c2ccc(OC)c(OC)c2)cc1OC (centres undefined) | 6.0 | 12 | 66.0* | 88.0 | 85.0 | -1.6 | 11.8 | 81.0 | -12.3 | 66.0* | 67.0*
Cc1cc(C(F)(F)F)nn1Cc1ccc(C(=O)NCc2ccco2)o1 | -2.0 | 5 | 98.0 | 100.0 | 98.0 | 0.0 | 24.5 | 101.0 | . | 99.0 | 99.0
COc1ccccc1C1(CC(=O)O)CCOC(C(C)C)C1 (centres undefined) | -2.0 | 8 | 95.0 | 95.0 | 97.0 | -7.7 | -4.0 | 95.0 | 5.0 | 97.0 | 98.0
CC1CCN(CCCNC(=O)c2ccc(CS(=O)(=O)Cc3ccccc3F)o2)CC1 | -6.0 | 5 | 96.0 | 100.0 | 98.0 | -18.8 | 8.3 | 103.0 | . | 99.0 | 100.0
Cc1ccc([N+](=O)[O-])cc1N=Cc1ccc(Br)s1 | 0.0 | 26 | 102.0 | 98.0 | 94.0 | -19.0 | 0.1 | 97.0 | . | 102.0 | 98.0
Cc1cc(Nc2cccc(F)c2)n2ncnc2n1 | -4.0 | 7 | 99.0 | 97.0 | 99.0 | -1.8 | 13.9 | 103.0 | . | 102.0 | 101.0
C=CCn1c(CSCc2ccc(Cl)cc2)nnc1SCC(=O)NCc1ccccc1 | -3.0 | 6 | 103.0 | 102.0 | 102.0 | -4.8 | 7.3 | 107.0 | . | 103.0 | 103.0
Cc1ccc2sc(-c3ccc(NC(=O)c4cc(-n5cnnc5)ccc4Cl)cc3)nc2c1 | -2.0 | 10 | 96.0 | 96.0 | 95.0 | 35.5 | 20.0 | 96.0 | . | 96.0 | 96.0
CCCCCn1c(CN2CCN(C)CC2)nc2c1c(=O)n(C)c(=O)n2C | -2.0 | 13 | 101.0 | 102.0 | 100.0 | -14.5 | -7.0 | 105.0 | . | 103.0 | 101.0
COc1cc([N+](=O)[O-])ccc1NC(=O)CCCOc1cc(C)ccc1C | -4.0 | 11 | 93.0 | 98.0 | 96.0 | 17.2 | 14.3 | 99.0 | 2.7 | 102.0 | 97.0
CNC(=O)COc1ccc(-c2nn(C)c(=O)c3ccccc23)cc1 | -2.0 | 6 | 99.0 | 98.0 | 98.0 | 5.7 | -2.4 | 99.0 | 6.5 | 99.0 | 100.0
O=C(Cc1cccs1)N1CCCC(c2nc3c(nnn3Cc3ccccc3Cl)c(=O)[nH]2)C1 (centres undefined) | -1.0 | 9 | 101.0 | 101.0 | 101.0 | 3.8 | -7.6 | 107.0 | . | 105.0 | 101.0
COC(=O)c1ccc(NS(=O)(=O)c2ccc(SC)cc2)cc1 | -1.0 | 30 | 96.0 | 97.0 | 91.0 | -11.0 | 15.3 | 94.0 | . | 95.0 | 95.0
COc1ccc(S(=O)(=O)N(C)CC(=O)N2CCCC2)cc1Cl | -3.0 | 8 | 99.0 | 96.0 | 91.0 | -9.3 | 11.2 | 100.0 | -28.1 | 98.0 | 99.0
COCCOCC(O)CN1CCN(c2ccc(C)cc2)CC1 (centres undefined) | -2.0 | 15 | 97.0 | 96.0 | 95.0 | 36.6 | 30.5 | 99.0 | . | 100.0 | 99.0
COc1ccc(C)cc1S(=O)(=O)N(C)CC(=O)N1CCC(C)CC1 | 0.0 | 21 | 102.0 | 96.0 | 98.0 | 1.6 | -2.4 | 105.0 | 12.9 | 104.0 | 102.0
COc1cccc(NC(=O)Nc2ccc3c(c2)nc(C)n3C)c1 | -4.0 | 11 | 97.0 | 97.0 | 96.0 | -24.5 | -2.2 | 102.0 | 4.5 | 100.0 | 97.0
Cc1nn(C)c(C(=O)NNC(=S)NCC(C)C)c1Cl | -4.0 | 8 | 101.0 | 101.0 | 101.0 | -82.3 | 11.7 | 101.0 | -16.6 | 105.0 | 100.0
COc1ccccc1CNC(=O)C(C)Sc1ccc(C)cc1 (centres undefined) | -1.0 | 7 | 94.0 | 95.0 | 96.0 | -24.7 | 0.8 | 92.0 | . | 94.0 | 94.0
CSc1ccc(/C=C(/Sc2nnc(-c3ccccc3)o2)C(=O)O)cc1 | 0.0 | 19 | 89.0 | 93.0 | 88.0 | -5.7 | 16.0 | 93.0 | 4.5 | 89.0 | 92.0
O=C1OC(c2ccccc2)=C/C1=C/N1CCCCC1 | 0.0 | 5 | 92.0 | 95.0 | 93.0 | 85.7* | 13.9 | 97.0 | . | 97.0 | 95.0
Cc1cc(NC(=O)c2cc(-c3ccccc3C)nc3ccccc23)no1 | -3.0 | 5 | 96.0 | 100.0 | 103.0 | -11.2 | 22.2 | 103.0 | 2.9 | 100.0 | 102.0
Cc1cc(C)nc(SC(C)C(=O)Nc2ccc(S(N)(=O)=O)cc2)n1 (centres undefined) | -1.0 | 16 | 97.0 | 93.0 | 94.0 | 38.9 | 38.3 | 97.0 | 19.7 | 97.0 | 96.0
CN(C(=O)COC(=O)CCc1c[nH]c2ccccc12)C(c1ccccc1)c1ccccc1 | -4.0 | 11 | 99.0 | 99.0 | 100.0 | 10.3 | 6.2 | 105.0 | -6.4 | 100.0 | 102.0
CCOC(=O)/C(=N\Nc1cc(Cl)ccc1Cl)N1CCN(CC)CC1 | -2.0 | 11 | 96.0 | 99.0 | 95.0 | -22.6 | 10.5 | 98.0 | -19.5 | 100.0 | 97.0
Cc1cc(N=CC2=C(O)CC(C)(C)CC2=O)no1 | -1.0 | 28 | ? | ? | ? | -12.9 | -31.7 | ? | . | ? | ?
C[n+]1ccc(/C=N/Nc2nc(Cl)c(C#N)c(Cl)c2Cl)cc1 | 9.0 | 12 | 91.0 | 92.0 | 85.0 | -31.1 | 21.0 | 96.0 | -12.1 | 91.0 | 93.0
Cc1cc(=O)oc2cc(OCC(=O)NCc3cccnc3)ccc12 | -2.0 | 30 | 102.0 | 99.0 | 99.0 | -9.5 | -17.0 | 105.0 | 7.4 | 98.0 | 101.0
CCOc1cc(/C=C\c2[nH]c(=O)[nH]c(=O)c2[N+](=O)[O-])ccc1OC(C)CC (centres undefined) | 1.0 | 18 | 102.0 | 100.0 | 94.0 | -26.6 | 29.9 | 99.0 | . | 101.0 | 100.0
C/C(=C/C(=O)NCc1ccccc1)C(=O)O | -1.0 | 7 | 104.0 | 101.0 | 101.0 | 12.9 | -4.0 | 104.0 | 15.0 | 102.0 | 104.0
COc1cccc(C(=O)NCC(=O)N/N=C/c2cccs2)c1 | -4.0 | 12 | 96.0 | 97.0 | 99.0 | -26.0 | 10.9 | 103.0 | . | 105.0 | 99.0
O=[N+]([O-])c1cccc(/C=N/NC2=NCCCCC2)c1 | -6.0 | 5 | 97.0 | 101.0 | 99.0 | -4.6 | 14.3 | 104.0 | . | 99.0 | 100.0
CCCCNC(=O)c1onc(CSc2cccc(Cl)c2)c1C(=O)O | 0.0 | 11 | 86.0 | 87.0 | 83.0 | 22.5 | 30.1 | 87.0 | . | 87.0 | 90.0
O=S(Cc1ccccc1)CC(O)(c1ccccc1)c1ccccc1 (centres undefined) | 1.0 | 23 | 102.0 | 103.0 | 100.0 | -0.8 | 2.5 | 104.0 | -9.3 | 104.0 | 103.0
O=C(Nc1ccc2c(c1)OCO2)c1c(Cl)nc2sccn12 | 2.0 | 10 | 94.0 | 97.0 | 95.0 | 9.9 | 9.8 | 93.0 | . | 93.0 | 96.0
CCCOc1ccc(-c2nc(C#N)c(NCCCn3ccnc3)o2)cc1 | -1.0 | 35 | 103.0 | 103.0 | 102.0 | -61.0 | -39.1 | 106.0 | 1.7 | 105.0 | 103.0
C=CCNC(=O)CN1C(=O)C2C3c4ccccc4C(c4ccccc43)C2C1=O (centres undefined) | 0.0 | 9 | 102.0 | 98.0 | 97.0 | 6.2 | 3.0 | 102.0 | 10.3 | 103.0 | 102.0
O=C(Nc1ccccc1)c1ccc2snnc2c1 | 0.0 | 23 | 99.0 | 106.0 | 97.0 | -4.2 | 16.6 | 98.0 | 3.6 | 97.0 | 98.0
C(=N\n1cnnc1)/c1ccc2ncccc2c1 | -2.0 | 3 | 100.0 | 99.0 | 97.0 | -4.2 | -8.3 | 100.0 | . | 97.0 | 98.0
Cc1cccc(C)c1NC(=O)CS(=O)CC(=O)NC1CCCc2ccccc21 (centres undefined) | -5.0 | 39 | 98.0 | 102.0 | 100.0 | -0.7 | -6.0 | 104.0 | . | 100.0 | 100.0
CC(C)(C)c1csc(NC(=O)Cc2cccs2)n1 | -3.0 | 12 | 97.0 | 105.0 | 96.0 | -28.1 | 24.7 | 101.0 | 20.3 | 92.0 | 96.0
C=CCn1c(C(c2ccccc2)c2ccccc2)n[nH]c1=S | -8.0 | 9 | 103.0 | 97.0 | 100.0 | -7.8 | 7.8 | 106.0 | . | 104.0 | 102.0
COc1ccc(CCNC(=O)CCn2c(=O)oc3ccccc32)cc1OC | 4.0 | 6 | 100.0 | 98.0 | 99.0 | -0.3 | -2.4 | 103.0 | . | 104.0 | 101.0
Cc1ccc(Cl)cc1NC1=C/C(=N\S(=O)(=O)c2cccs2)c2ccccc2C1=O | -29.0 | 9 | 97.0 | 98.0 | 97.0 | -19.1 | 4.3 | 104.0 | . | 101.0 | 99.0
COc1ccccc1C(=O)Nc1ccc(C(=O)O)cc1 | 2.0 | 8 | 99.0 | 99.0 | 98.0 | 5.0 | -0.2 | 103.0 | -2.4 | 98.0 | 101.0
CCOc1cc(/C=N\Nc2nc(Nc3ccccc3)nc(N3CCOCC3)n2)ccc1OC(=O)c1ccco1 | -6.0 | 8 | 98.0 | 100.0 | 98.0 | 9.0 | 7.5 | 102.0 | 5.7 | 103.0 | 98.0

Compounds as they come; about 2.7% have a hit in one of these screens.
